S1P3 antagonist = S1P3 (human) receptor antagonism; CHO S1P3 NFAT-BLA reporter, FRET fluorescence, antagonist mode; 170,000 compounds, 0.27% hits; Q99500; inhibition, % at 4.98 µM;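 active = inhibition above the plate cutoff, the mean inhibition of test wells on that plate plus 3 SD, cut at about 28% in these data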;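 note: cells challenged with S1P at its EC80 of 0.8 µM; blue over green emission ratio from cleaved BLA substrate after 4 h stimulation; 0% = S1P-stimulated wells and 100% = unstimulated DMSO-only wells; some compounds past the cut are filed as inactive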
Target sequence (Q99500 whole entry, looked up): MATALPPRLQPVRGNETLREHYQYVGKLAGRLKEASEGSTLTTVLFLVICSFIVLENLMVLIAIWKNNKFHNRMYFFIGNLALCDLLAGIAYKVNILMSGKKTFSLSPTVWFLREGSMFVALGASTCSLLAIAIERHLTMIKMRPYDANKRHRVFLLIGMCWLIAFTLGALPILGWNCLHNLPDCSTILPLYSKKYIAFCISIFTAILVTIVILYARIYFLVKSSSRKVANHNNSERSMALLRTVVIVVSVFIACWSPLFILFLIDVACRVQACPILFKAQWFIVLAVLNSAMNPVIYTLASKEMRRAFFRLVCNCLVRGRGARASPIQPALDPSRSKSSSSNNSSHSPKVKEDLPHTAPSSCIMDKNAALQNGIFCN
PPARg SRC1 recr = promotes SRC-1 coactivator recruitment by human PPARgamma | activation, % at 8 µM | PPARgamma-SRC-1 coactivator recruitment biochemical assay | 200,000 compounds, 0.41% hits | P37231; in the data active = activation above about 19%;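 note: 0% = DMSO and 100% = reference agonist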
Target sequence (P37231 whole entry, looked up): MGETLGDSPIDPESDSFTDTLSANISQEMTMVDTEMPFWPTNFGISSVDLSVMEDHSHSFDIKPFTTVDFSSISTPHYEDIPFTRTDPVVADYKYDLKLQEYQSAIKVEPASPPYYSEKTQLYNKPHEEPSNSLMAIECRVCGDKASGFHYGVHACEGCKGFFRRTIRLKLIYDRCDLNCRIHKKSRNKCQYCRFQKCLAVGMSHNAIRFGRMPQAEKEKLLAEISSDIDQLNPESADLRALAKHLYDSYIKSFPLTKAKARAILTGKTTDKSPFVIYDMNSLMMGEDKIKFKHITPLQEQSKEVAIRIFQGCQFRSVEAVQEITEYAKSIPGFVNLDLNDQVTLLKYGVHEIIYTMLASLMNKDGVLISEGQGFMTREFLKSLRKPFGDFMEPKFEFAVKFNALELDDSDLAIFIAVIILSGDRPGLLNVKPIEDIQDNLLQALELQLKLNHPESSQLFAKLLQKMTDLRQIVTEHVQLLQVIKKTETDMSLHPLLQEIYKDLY
TR-FRET SRC-2 ct = TR-FRET artefact, counter-screen to PPARgamma/SRC-2 agonist assay | hits give high values | TR-FRET ratio at 8 µM | 200,000 compounds, 0.4% hits | AID 1049; in the data active = TR-FRET ratio above about 2000; note: inactives centre near 1500
STAT3 blocker = inhibitors of IL-6 induced STAT3 signaling; 190,000 compounds, 0.89% hits; AID 862; inhibition, % at 5.5 µM; U3A cells, IL-6 STAT3-luciferase reporter, luminescence; host cell line lacks STAT1;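 active = inhibition above the mean inhibition across all screened compounds plus 3 SD, cut at about 44% in these data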;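 note: 0% = DMSO only wells and 100% = 100 µM nifuroxazide control wells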
STAT3 act = STAT3 signaling activation. U3A cells, IL-6 STAT3-luciferase reporter, luminescence; 100% = signal with IL-6 EC80 alone. AID 871. activation (% of control), % at 5.6 µM. 190,000 compounds, 0.91% hits;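 active = activation above the screen-wide mean of compound activation plus 3 SD, cut at about 130% in these data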;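 note: 0% = background luminescence of wells with medium and substrate only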
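Material: STAT3-luciferase reporter U3A cells. Controls: IL-6-treated wells, 100% activation. Read-out: % activation versus median of IL-6-stimulated wells. Probe or stimulus: IL-6 stimulus at 33 ng/mL final. Timing: compound 1 h, then IL-6 6 h at 37 °C. Signal: reporter luminescence signal.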
PPARg SRC2 recr = agonists of SRC-2 recruitment by human PPARgamma | PPARgamma LBD-SRC-2 recruitment, biochemical | activation, % at 8 µM | P37231 | 200,000 compounds, 0.34% hits | AID 1032; in the data active = activation above about 22%;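 note: 0% = vehicle and 100% = reference agonist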
STAT1 blocker = reduces IFN-gamma driven STAT1 reporter signal | NIH 3T3 STAT1-luciferase reporter, luminescence | inhibition, % at 5.5 µM | 200,000 compounds, 0.35% hits | AID 920;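 active = inhibition above a set limit, the mean inhibition across all tested compounds plus 3 SD, cut at about 34% in these data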;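 note: 0% = IFN-gamma with DMSO and 100% = IFN-gamma with 300 µM nifuroxazide; values of inactives mirror those of a sister screen read the other way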
RAM network inh = inhibitors of the yeast RAM network; inhibition, % at 50 µM; 190,000 compounds, 1.8% hits; S. cerevisiae dse1pr::URA3 reporter, 5-FOA growth OD615, 2 d; analog-sensitive cbk1-as2 kinase mutant strain; AID 868;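 active = inhibition above a set limit, 3 SD over mean compound inhibition, cut at about 8.4% in these data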;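 note: 0% = DMSO-only wells with no growth and 100% = 10 µM 1-NA-PP1 full growth; inhibition rescues growth on 5-FOA so higher OD means more RAM inhibition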
PPARg SRC3 recr = agonists of human PPARgamma SRC-3 coactivator recruitment | P37231 | biochemical PPARgamma/SRC-3 coactivator recruitment assay | activation, % at 8 µM | 200,000 compounds, 0.26% hits | AID 731; in the data active = activation above about 23%;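 note: 0% = DMSO and 100% = reference agonist; some compounds past the cut are filed as inactive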
ROMK primary = human ROMK K+ channel modulation, primary screen; P48048; Tet-inducible ROMK, thallium flux fluorescence; actives lie on both sides; B-score at 10 µM; 130,000 compounds, 2% hits; AID 1918;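 active = signal ratio slope over the read window, or its plate-corrected B-score, at least 3 SD from the plate mean, either direction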;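 note: B-score of the F/F0 ratio slope over 7 to 12 s after thallium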
TLR4 MyD88 comp = blocks binding of human TLR4 to MyD88; O00206+Q99836; HeLa CL3-4 TLR4/MyD88 BLA complementation, FRET ratio; AID 861; 200,000 compounds, 0.18% hits; inhibition, % at 8.4 µM; in the data active = inhibition above about 25%;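 note: 0% = vehicle and 100% = reference inhibitor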
* = called active by the depositor; . = not tested or not shown.

entry	molecule	S1P3 antagonist	PPARg SRC1 recr	TR-FRET SRC-2 ct	STAT3 blocker	STAT3 act	PPARg SRC2 recr	STAT1 blocker	RAM network inh	PPARg SRC3 recr	ROMK primary	TLR4 MyD88 comp
1	Cc1nc(=O)c(-c2ccccc2)c(C)n1CCO	.	1	1608	5	99	-9	12	0.2	1	.	-12
2	COc1ccc(NC(=O)CCC(=O)OCc2ccc(C(=O)Oc3ccc(Cl)cc3)cc2)cc1	.	-6	1468	-1	105	0	-14	4.1	-3	-0.12	-6
3	O=C(C1c2ccccc2C(=O)N2CCc3ccccc3C12)N1CCN(Cc2ccccc2)CC1 (stereo not drawn)	.	-2	1607	9	102	2	-4	-1.2	0	.	1
4	O=C(OCC(=O)c1cccs1)c1ccccc1	-72	0	1601	-4	109	6	-41	1.7	1	.	15
5	CCOC(=O)C1Cn2c(nc3c(c2=O)C(C)(CC)Cc2ccccc2-3)S1 (stereo not drawn)	12	0	1627	21	86	2	4	5.6	7	-0.93	0
6	CN(C)N1C(N)=C(C#N)C(c2ccsc2)C2=C1CCCC2=O (stereo not drawn)	-23	15	1695	4	95	12	-5	0.4	7	-0.52	-5
7	N=c1sccn1CC(=O)Nc1cccc(Oc2ccccc2)c1	23	3	1613	3	100	5	-2	0.2	-8	-1.4	8
8	COc1ccc(/C=C/c2nc(N)nc(-c3ccccc3O)n2)cc1OC	-11	-1	1467	0	98	-3	-5	5.2	-3	-0.8	-12
9	Cc1ccc2nc(-c3sc4nc(C)cc(C)c4c3N)[nH]c2c1	.	-2	1459	-44	140*	1	-34	-2.1	-4	0.28	-2
10	O=C(CSc1ncnc2ccccc12)Nc1cccc(S(=O)(=O)N2CCOCC2)c1	-6	0	1588	-20	115	5	9	0.1	2	-0.21	-11
11	CCc1cc(C(=O)c2ccccc2OC)c(N)s1	9	-4	1377	8	97	0	-1	-0.7	-1	.	5
12	COc1ccc(CCNC(=O)CSc2nnc(CNc3ccc(Cl)cc3)o2)cc1OC	-36	5	1483	10	96	8	4	6.3	-5	.	-9
13	NC(=O)c1nnn(-c2ccccc2)c1N	-9	6	1692	8	95	12	6	-0.1	1	-0.075	-10
14	CC1(C)Oc2ccc(NC(=O)C3COc4ccccc4O3)cc2O1 (stereo not drawn)	-13	5	1620	64*	46	-1	-22	-0.9	-1	0.27	-13
15	O=C(C1CCCO1)N1CCN(C(c2ccccc2)c2ccccc2)CC1 (stereo not drawn)	-13	4	1630	5	101	7	-8	3.5	1	.	5
16	N#Cc1c(Nc2cccc(F)c2)sc2c(O)cc(=O)[nH]c12	20	3	1496	8	93	9	-1	4.1	0	-0.032	-8
17	Cc1ccc(-c2nnn(CC(=O)Nc3nnc(C(C)C)s3)n2)cc1	-20	-1	1743	10	93	5	0	2.4	2	-0.81	8
18	Cc1cnc(C(=O)Nc2nnc(C3CC3)s2)cn1	.	-1	1253	-3	105	-1	-18	1.3	-8	.	19
19	Cn1nc(-c2ccccc2)c(-c2nc(-c3cccc(C(F)(F)F)c3)no2)c1Cl	.	4	1583	5	97	-1	-7	6.4	2	.	0
20	O=C(N/N=C/c1ccco1)c1ccncc1	.	-7	1364	12	95	-8	2	0.1	-2	.	-1
21	CCc1ccc(NC(=O)C(C)n2nc(C)c([N+](=O)[O-])c2C)cc1 (stereo not drawn)	-24	6	1746	8	99	4	9	2.0	2	-0.98	3
22	COc1ccc(-c2nnc3c4ccccc4c(C)nn23)cc1	.	2	1638	-24	125	-6	-23	1.3	2	.	5
23	CCC(CC)NC(=O)COC(=O)CCC(=O)c1ccc(Cl)cc1	-18	4	1772	7	98	10	-2	-0.7	5	-0.24	9
24	O=C(CCl)Nc1ccccc1Sc1ccccc1	.	6	1588	2	96	8	4	1.1	6	0.48	4
25	CCOC(=O)N1CCN(C(=O)CN(c2ccc(Oc3ccccc3)cc2)S(C)(=O)=O)CC1	.	4	1595	12	96	1	4	0.7	4	.	1
26	O=C(CNC(=O)/C(=C\c1ccc(F)cc1)NC(=O)c1ccccc1)OCc1ccccc1	.	14	1514	0	100	6	6	1.3	-2	.	12
27	CCCCCCCC1CC(CSc2ncn[nH]2)OC1=O (stereo not drawn)	.	-2	1337	-2	105	-8	1	-0.7	4	-1.7	12
28	CCC(C)(C)NC(=O)C(c1ccccc1F)N(C(=O)c1ccn[nH]1)c1ccccc1 (stereo not drawn)	.	4	1555	0	102	17	0	0.6	1	-0.032	2
29	C=CCn1c(CCNC(=O)c2ccccc2F)nnc1SCC(=O)Nc1ccc(OC)cc1	-3	-6	1401	0	102	-3	-3	1.0	-1	0.31	-5
30	O=C(CNC(=O)c1cccs1)OCC(=O)c1ccccc1Cl	-2	-4	1429	12	97	-9	-8	3.1	-3	-0.37	6
31	O=C1c2ccc(Oc3ccc4c(c3)C(=O)N(CCCO)C4=O)cc2C(=O)N1CCCO	-45	-1	1392	3	105	-5	-1	2.7	-3	.	-17
32	COc1ccc(C(c2sc3nc(C)nn3c2O)N2CCC(C(N)=O)CC2)cc1OC (stereo not drawn)	-15	10	1634	6	94	6	5	-1.6	3	.	-11
33	C(=N\N1CCN(c2ccccc2)CC1)/c1ccccc1	-11	-2	1776	18	88	6	-33	4.2	5	-1.1	7
34	Cn1c(-c2cccs2)[n+](C)c2ccccc21	-16	4	1710	4	102	4	3	1.2	5	0.24	-6
35	Cc1ccc(CC(NC(=O)c2ccccc2)C(=O)NC(C)C(=O)O)cc1 (stereo not drawn)	.	3	1323	-1	99	8	-4	1.4	0	-0.00052	7
36	COc1ccc(Cl)cc1N1C(=O)C2CCCN2C1c1ccc(F)c(F)c1 (stereo not drawn)	-3	-3	1619	7	99	5	0	1.7	-3	.	9
37	Cn1nc(C(F)(F)F)c(C(=O)Nc2cccc(C(F)(F)F)c2)c1SCc1ccc(Cl)cc1	.	4	1666	15	92	9	4	7.0	17	.	-1
38	CCC(=O)N/N=C/c1ccc(-c2ccc(Cl)cc2)o1	-1	-7	1577	16	89	2	-29	-0.7	-2	.	-5
39	O=C(NCC1COc2ccccc2O1)c1ccc(NC(=O)c2ccco2)cc1 (stereo not drawn)	3	8	1634	5	99	17	-3	1.9	5	1.4	3
40	CCOc1ccc(CN2CCNC(=O)C2CC(=O)NCc2ccccn2)cc1 (stereo not drawn)	2	4	1601	27	85	13	-3	0.1	-3	0.26	-1
41	Cc1cc2oc(=O)cc(COC(=O)Cn3cnnn3)c2cc1C(C)C	-28	1	1571	0	103	3	-4	0.1	-4	.	-3
42	Cc1ccnc(SCC(=O)c2cccs2)n1	-2	-4	1500	12	91	-4	-20	0.5	0	0.44	14
43	CCS(=O)(=O)N1CCN(C2CCC(c3ccccc3)CC2)CC1 (stereo not drawn)	9	20*	1733	5	98	2	-5	0.9	3	-1.2	9
44	COc1cc(C)c(-c2cc(C(=O)O)c(C)o2)cc1C(C)C	5	-9	1422	-2	105	3	1	5.8	1	1.2	-9
45	CCCCCCNC(=O)c1cc(-c2ccco2)nc2ccccc12	.	-4	1535	-2	105	-6	0	13*	2	-1	5
46	Cc1cccc(-n2c(Cc3cc(=O)[nH]c(=O)[nH]3)nnc2SC(C)C)c1	-36	14	1656	11	91	2	1	0.2	3	.	-5
47	CCOc1ccc(C(Nc2cccnc2)c2cc(Cl)c3cccnc3c2O)cc1 (stereo not drawn)	8	3	1677	8	96	7	7	1.3	5	0.32	15
48	COc1cccc(C(=O)/C=C2\Sc3ccccc3N2C)c1	-13	-2	1765	9	96	6	-59	1.9	1	-0.16	-6
49	CC(C)(C)C(=O)Nc1ccc(C(=O)N/N=C/c2ccccc2OC(=O)c2ccc(Cl)cc2Cl)cc1	.	12	1572	8	99	8	8	2.7	12	1.4	-10
50	Brc1nnc2n1-c1ccccc1Sc1ccccc1-2	.	-2	1541	15	90	10	7	-0.6	6	0.88	5
51	O=C(CN1CCC(NC(=O)c2ccco2)CC1)Nc1cccc2ccccc12	.	2	1568	-3	103	2	4	1.1	2	0.37	-6
52	O=C(CSCc1ccco1)Nc1cc(C(F)(F)F)ccc1N1CCOCC1	.	7	1641	-6	109	10	4	9.1*	3	.	7
53	CC(=O)N1N=C(c2ccccc2)CC1c1ccccc1[N+](=O)[O-] (stereo not drawn)	8	5	1345	-24	117	-4	17	1.2	-3	-0.43	1
54	CN1C(=O)OC2(C)CCc3ccccc3C12C (stereo not drawn)	22	4	1525	-4	106	4	3	0.7	5	-0.1	1
55	CCOC(=O)c1csc(Nc2nc3ccc(F)cc3s2)n1	-41	7	1620	10	96	8	-19	3.5	6	.	3
56	COCCNC(=O)c1ccc(CS(=O)(=O)c2ccc(OC)cc2)o1	-31	0	1701	3	102	19	7	0.2	7	.	-2

Going on with the list.
entry	molecule	S1P3 antagonist	PPARg SRC1 recr	TR-FRET SRC-2 ct	STAT3 blocker	STAT3 act	PPARg SRC2 recr	STAT1 blocker	RAM network inh	PPARg SRC3 recr	ROMK primary	TLR4 MyD88 comp
57	Cc1ccccc1OCC(=O)N(Cc1nc(-c2ccccc2)no1)C(C)C	17	0	1647	4	101	6	-4	5.8	1	.	2
58	O=C(NC1=NCCS1)c1ccc(N2CCCC2=O)cc1	-15	-1	1378	-7	107	-1	-8	1.2	1	1	1
59	O=C1NCN(c2ccccc2)C12CCN(c1nnnn1-c1ccccc1)CC2	.	2	1551	1	100	9	5	0.5	7	0.14	-14
60	CCOC(=O)Cn1c(-c2cccnc2Cl)nc2cc(Cl)c(Cl)cc21	.	8	1540	13	94	0	2	1.7	2	.	-16
61	Cc1cccc(C)c1NC(=S)Nc1ccc(F)cc1	-12	-2	1426	13	93	6	-8	2.1	2	-0.39	11
62	O=C(Nc1nnc(-c2ccncc2)o1)c1ccccc1F	-18	8	1495	-2	105	10	-6	1.0	3	-0.36	7
63	O=C(CN1CCCCC1)N1CCCc2ccccc21	.	8	1442	3	96	6	5	1.6	11	-0.00058	-7
64	COC(=O)c1ccccc1NC(=O)c1c(O)c2c([nH]c1=O)CCCC2	.	-1	1741	14	92	5	-9	2.8	2	0.66	0
65	CN1C(=O)c2ccc(NC(=O)c3ccc(N4CCCCC4)c([N+](=O)[O-])c3)cc2C1=O	3	-1	1340	7	98	0	4	0.4	1	.	-13
66	NC(=O)C1CCN(C(=O)CN(c2cccc(C(F)(F)F)c2)S(=O)(=O)c2ccccc2)CC1	-12	4	1598	0	104	1	9	1.6	-4	.	6
67	O=C(NCC1OCCc2ccccc21)c1ccc(NC(=O)c2cccc(Br)c2)cc1 (stereo not drawn)	1	-6	1582	2	100	0	-5	3.2	-1	0.31	-10
68	NC(=O)c1ccc(N2CCCCC2)c(N2C(=O)C3CC=CCC3C2=O)c1 (stereo not drawn)	.	-1	1523	13	92	0	5	0.5	6	.	1

Assay outcomes (PubChem BioAssay)
